GALK inhibitor – blocks human galactokinase activity. 270,000 tested, 0.007% active. Potency, µM (titrated, usually from 57.5 µM), without a hit: top-dose activity change, negative = inhibition, most hits filed as inhibitors. P51570. Purified GALK, Kinase-Glo residual ATP luminescence; further: potency means the concentration at half of the fitted maximal effect; on the % scale 0 is the no-effect control and ±100 the full control effect
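Galactose (100 uM) and ATP (35 uM) were turned over by 5 nM GALK for 1 h at RT. Kinase-Glo Plus then converted the remaining ATP into a luminescent signal.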
Integrin act MD – integrin-mediated muscular dystrophy alleviation activation; alpha7betagal myoblasts, beta-gal FDG fluorescence, 48 h; 350,000 tested, 0.064% active; Potency, µM (top dose mostly 38.3 µM), for the others: at the highest dose activation, most hits filed as activators;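 further: potency means the concentration at half of the fitted maximal effect; 100% = response of the positive control SU9516; nearly all actives have a fitted effect of over 60% in size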
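alpha7betagal+/- myoblasts (passage 13, 250/well) treated 48 h at 37C with compounds at 1:260 dilution of DMSO stock. Lysed, then beta-galactosidase activity read as FDG fluorescence (ex 480/em 540) after 30 min, with pre-read for autofluorescence.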
PKM2 activator – activators of human pyruvate kinase M2; 260,000 tested, 0.34% active; purified PKM2, Kinase-Glo ATP luminescence, activation; response scale: 0% is enzyme alone, no compound; Potency, µM (titrated, usually from 57.5 µM), inactives show at the highest dose activation, actives largely listed as activators; further: potency means the concentration at half of the fitted maximal effect; on the % scale 0 is the no-effect control and ±100 the full control effect; nearly all actives have a fitted effect of over 55% in size
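Purified hPK-M2 (>95% pure) converted ADP (0.1 mM final) to ATP with 0.5 mM PEP in 50 mM imidazole pH7.2, KCl, MgCl2, Tween 20, BSA; 1 h at room temperature. ATP detected by Kinase-Glo luminescence.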
S-ASM inh – human S-ASM enzyme inhibition; P17405; placental ASM, HMU-PC fluorogenic substrate, 60 min; Potency, µM (highest dose often 57.5 µM), inactives show at the highest dose activity change, negative = inhibition, actives largely listed as inhibitors; 340,000 tested, 0.006% active; AID 504937; further: potency means the concentration at half of the fitted maximal effect
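qHTS format. ASM enzyme prepared from human placenta hydrolyses the fluorogenic substrate HMU-PC0 (9 uM final) over 60 min at 37 °C after a 10 min compound preincubation.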
B2AR arrestin – recruits beta-arrestin to the human beta2-adrenergic receptor; beta-arrestin recruitment to beta2AR, cell-based reporter; Potency, µM (series often up to 46.1 µM), for the others: at the top dose activation, actives largely listed as activators; P07550; 330,000 tested, 0.02% active;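 further: potency means the concentration at half of the fitted maximal effect; 0% = DMSO controls and full agonism = EC100 isoproterenol or metaproterenol; nearly all actives have a fitted effect of over 65% in size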
Coupling enz – coupling enzyme interference in Giardia aldolase counter-screen | 290,000 tested, 0.67% active | activity change, negative = inhibition, % at 58.2 µM, hits read low | coupling enzyme system counterscreen, AmpLite Red fluorescence | AID 2472; in the data active means activity change below about -30%; further: on the % scale 0 is the no-effect control and ±100 the full control effect
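Final compound at 57.5 uM, incubated 10 min at RT with coupling enzyme reagent (glyceraldehyde-3-phosphate), then 20 min with substrate and AmpLite Red detection. Fluorescence read at 525/598 nm; tests interference with the coupling assay, not aldolase inhibition.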
Giardia killer – kills Giardia lamblia; activity change, % at 7.66 µM, hits read low; 340,000 tested, 0.15% active; Giardia lamblia trophozoite viability; in the data active means activity change below about -80%; inconclusive means between about -30% and that limit;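 further: parasites exposed to compound for two days anaerobically before the ATP read; on the % scale 0 is the no-effect control and ±100 the full control effect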
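Each well holds 100 Giardia trophozoites and compound. After two days (48 hrs) at 37 deg C in anaerobic conditions, ATP is quantified by luminescence.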
Chronic BCR inh – blocks chronic active B-cell receptor signaling | 340,000 tested, 0.05% active | Potency, µM (doses to about 46.1 µM), for inactives: at the highest dose ratio change, negative = lower green/red ratio, usual class: inhibitors | ABC-DLBCL IkBa-CBG/CBR reporter, luminescence ratio, 4 h; active means well fitted inhibition curve with a large enough effect in the signal ratio, with a control signal flat, not every such curve was filed as active; inconclusive means small, poorly fitted or top-dose-only effect, or effect the other way, or a change in a side signal; the % refers to the signal ratio;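 further: potency means the concentration at half of the fitted maximal effect; plate controls were basal doxycycline-induced cells for no effect and cells given 10 µM MG132 for full effect; MG132 reads +100%, hits lower the ratio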
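Cell line TMD8 (human ABC DLBCL), stably expressing tet-inducible CBG68-IkBa fusion and CBR; IMDM/0.5% FBS; cpd up to 46 uM; dox induction, 4 h, 37C/5% CO2; dual luminescence; green/red ratio; MG132 control.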
Menin-MLL TR inh – displaces Texas Red mutant MLL peptide from human menin. 270,000 tested, 0.23% active. O00255. AID 1768. Potency, µM (top dose mostly 61.6 µM), for inactives: top-dose FP activity change, negative = inhibition, usual class: inhibitors. Menin + Texas Red MLL mutant peptide, fluorescence polarization; active means well fitted inhibition curve with a large enough effect in the polarisation, with a control signal flat, not every such curve was filed as active; inconclusive means small, poorly fitted or top-dose-only effect, or effect the other way, or a change in a side signal; inactive means no such curve, though single readings can be large or run the other way; the % refers to the polarisation; further: potency means the concentration at half of the fitted maximal effect; % of control where 0% means no effect; many of its hits are not listed in these tables
TSG101-PTAP inh – blocks PTAP/TSG101 interaction to inhibit HIV-1 budding; Fluorescence polarization, FITC-PTAP peptide / Tsg101 binding; Potency, µM (titrated, usually from 115 µM), for inactives: at the highest dose activity change, negative = inhibition, actives largely listed as inhibitors; 340,000 tested, under 10 active; AID 493005; active means well fitted inhibition curve with a large enough effect in the main read-out, with a control signal flat, not every such curve was filed as active; inconclusive means small, poorly fitted or top-dose-only effect, or effect the other way, or a change in a side signal; inactive means no such curve, though single readings can be large or run the other way; further: potency means the concentration at half of the fitted maximal effect; % of control where 0% means no effect
Target sequence (Q99816 whole entry, looked up): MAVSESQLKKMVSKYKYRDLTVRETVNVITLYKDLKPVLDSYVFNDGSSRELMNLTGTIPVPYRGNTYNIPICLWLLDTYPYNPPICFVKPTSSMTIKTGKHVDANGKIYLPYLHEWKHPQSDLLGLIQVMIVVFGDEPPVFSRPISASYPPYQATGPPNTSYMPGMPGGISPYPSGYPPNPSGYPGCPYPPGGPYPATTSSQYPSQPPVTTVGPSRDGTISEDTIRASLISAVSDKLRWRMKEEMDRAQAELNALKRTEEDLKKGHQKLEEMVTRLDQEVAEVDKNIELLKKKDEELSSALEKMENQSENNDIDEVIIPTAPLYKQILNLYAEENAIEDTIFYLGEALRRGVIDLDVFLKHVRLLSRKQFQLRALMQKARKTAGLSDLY
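Fluorescence anisotropy tracks displacement of a FITC-tagged PTAP peptide (50 nM) from the Tsg101 binding domain (10 uM), following a 20 min room-temperature incubation at pH 7.5.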
Tb PFK inh – inhibitors of T. brucei phosphofructokinase | T. brucei PFK, ADP-Glo luminescence | Potency, µM (doses to about 57.5 µM), without a hit: at the top dose activity, negative = inhibition, most hits filed as inhibitors | 330,000 tested, 0.17% active | AID 485367;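 further: potency means the concentration at half of the fitted maximal effect; 0% = uninhibited 1x PFK enzyme wells and -100% = no-enzyme wells; nearly all actives have a fitted effect of over 60% in size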
Target sequence (O15648 whole entry, looked up): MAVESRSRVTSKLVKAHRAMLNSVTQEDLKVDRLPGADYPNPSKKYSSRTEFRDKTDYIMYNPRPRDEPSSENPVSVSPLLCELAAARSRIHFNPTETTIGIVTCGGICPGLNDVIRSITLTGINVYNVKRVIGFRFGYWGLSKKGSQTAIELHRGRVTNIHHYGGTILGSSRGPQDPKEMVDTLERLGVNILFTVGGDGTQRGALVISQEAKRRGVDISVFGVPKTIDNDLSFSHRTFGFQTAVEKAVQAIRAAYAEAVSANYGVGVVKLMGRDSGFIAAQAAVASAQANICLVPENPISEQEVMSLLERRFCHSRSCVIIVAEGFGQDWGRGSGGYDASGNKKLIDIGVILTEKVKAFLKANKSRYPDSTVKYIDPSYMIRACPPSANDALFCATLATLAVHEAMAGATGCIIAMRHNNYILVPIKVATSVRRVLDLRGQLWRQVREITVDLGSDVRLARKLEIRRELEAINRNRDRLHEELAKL
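Luminescent ADP detection (ADP-Glo, two-step: ATP depletion then ADP-to-ATP conversion for luciferase) reported PFK activity after 45 min room-temperature reaction of 1.25 nM enzyme with 0.5 mM F6P and 0.1 mM ATP at pH 8.0.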
An asterisk follows results filed as active; i = inactive; u = inconclusive; x = no result given; [ ] = another dose, or the depositor's remark. Unless noted, the call rests on the fitted dose curve; in most records, active means well fitted curve in the direction sought with a large enough effect; inconclusive means small, poorly fitted or top-dose-only effect, or another doubt; inactive means no such curve, though single readings can be large; an effect the other way counts as inactive or inconclusive.

no. | molecule | GALK inhibitor | Integrin act MD | PKM2 activator | S-ASM inh | B2AR arrestin | Coupling enz
1 | CO/N=C(/CS(=O)Cc1ccccc1Cl)c1ccc(Cl)cc1Cl (stereo unspecified) | 1% | 11% | -2% | -3% | 3.6% | 5
2 | CCCCC1OC23CCCCC2C(C#N)(C(=N)O3)C1(C#N)C#N (stereo unspecified) | 0% | 0% | 2% | i | 0.0% | -4
3 | COc1ccccc1C(=O)NNC(=O)Cc1ccccc1 | 1% | -31% | x | 4% | -0.3% | 0
4 | O=C(NCCOc1ccccc1)c1ccccc1 | -1% | -11%[7.66 µM] | 1% | -2% | 0.1% | 0
5 | CCOC(=O)N/N=C(\c1ccccc1)C(O)c1ccccc1 (stereo unspecified) | 2% | -43% | -9% | 3% | 0.5% | -5
6 | O=C(CCCOC(=O)c1ccc(O)cc1)c1ccccc1 | x | -14% | x | -3% | -0.4% | x
7 | Cc1nc(SCC(=O)NC2CCS(=O)(=O)C2)c2c(C)c(C)sc2n1 (stereo unspecified) | x | 11% | x | 1% | -0.7% | x
8 | Cc1nc2ccc(NC(=O)c3cc(S(=O)(=O)N4CCOCC4)ccc3C)cc2s1 | -2% | -23% | -2% | 2% | -0.6% | 0
9 | C[C@H](NC(=O)c1nc[nH]c1C(=O)N1CCc2ccccc2C1)c1ccccc1 | x | -35% | x | 4% | 0.2% | x
10 | COc1ccc(C(=O)NC(=S)SCC(=O)O)cc1 | -1% | 5% | -3% | 5% | 3.6% | 0

no. | Giardia killer | Chronic BCR inh | Menin-MLL TR inh | TSG101-PTAP inh | Tb PFK inh
1 | 0 | -4% | -7% | -6% | -11%
2 | -2 | 0% | -14% | -5% | -4%
3 | -1 | 2% | 15% | -6% | -5%
4 | -8 | u | 4% | -1% | -10%
5 | -3 | 16% | 5% | 1% | 2%
6 | -18 | 2% | x | 2% | -6%
7 | 24 | 3% | x | -1% | 30%
8 | -4 | -8% | 2% | -2% | 5%
9 | -26 | u | x | x | -1%
10 | 2 | -11% | x | -5% | -2%

Next section.
no. | molecule | GALK inhibitor | Integrin act MD | PKM2 activator | S-ASM inh | B2AR arrestin | Coupling enz
11 | CCOC(=O)N1CCN(c2c(NCCCN(C)c3ccccc3)c(=O)c2=O)CC1 | 1% | -31% | -2% | 0% | -0.6% | 1
12 | CC(Sc1nc(-c2ccccc2)cc(C(F)(F)F)n1)C(=O)N1CCCC1 (stereo unspecified) | -2% | -26% | 1% | 0% | 1.8% | 1
13 | COC(=O)c1ccccc1NC(=O)Cc1ccccc1OC | -5% | -4% | 17% | 3% | -0.2% | 3
14 | N=c1n(CCOc2ccccc2)c2ccccc2n1CCN1CCOCC1 | 3% | -32% | -8% | -7% | 0.3% | -2
15 | CCOc1ccc(NS(=O)(=O)c2cc(Cl)ccc2OC)cc1 | -1% | 26% | -15% | -2% | x | -2
16 | CN1CCN(C2=Cc3ccccc3Sc3cc(F)c(F)cc32)CC1 | -1% | -66%[inhibitor] | -21% | 0% | -1.0% | -19
17 | Cc1cc(=O)oc2cc(OC(C)C(=O)NC3CCCC3)ccc12 (stereo unspecified) | -1% | 14% | x | 59%[activator] | -0.3% | 0
18 | CCCCCn1c(=O)[nH]c2cc(C(=O)NCCCN3CCC(C)CC3)ccc2c1=O | -1% | 0% | 0% | 55%[activator] | 0.4% | 7

no. | Giardia killer | Chronic BCR inh | Menin-MLL TR inh | TSG101-PTAP inh | Tb PFK inh
11 | -16 | 4% | 6% | 1% | -4%
12 | -5 | 3% | -8% | -3% | 0%
13 | -9 | -24% | -2% | -5% | -3%
14 | 5 | 0% | -9% | 1% | u
15 | -21 | x | 5% | -7% | x
16 | -3 | -6% | u | -1% | 0%
17 | 5 | 1% | 1% | -10% | -1%
18 | 0 | 7% | -2% | -5% | 1%

8 entries already listed, ordered by SMILES length, descending:
no. | molecule | GALK inhibitor | Integrin act MD | PKM2 activator | S-ASM inh | B2AR arrestin | Coupling enz
9 | C[C@H](NC(=O)c1nc[nH]c1C(=O)N1CCc2ccccc2C1)c1ccccc1 | x | -35% | x | 4% | 0.2% | x
11 | CCOC(=O)N1CCN(c2c(NCCCN(C)c3ccccc3)c(=O)c2=O)CC1 | 1% | -31% | -2% | 0% | -0.6% | 1
12 | CC(Sc1nc(-c2ccccc2)cc(C(F)(F)F)n1)C(=O)N1CCCC1 (stereo unspecified) | -2% | -26% | 1% | 0% | 1.8% | 1
7 | Cc1nc(SCC(=O)NC2CCS(=O)(=O)C2)c2c(C)c(C)sc2n1 (stereo unspecified) | x | 11% | x | 1% | -0.7% | x
2 | CCCCC1OC23CCCCC2C(C#N)(C(=N)O3)C1(C#N)C#N (stereo unspecified) | 0% | 0% | 2% | i | 0.0% | -4
16 | CN1CCN(C2=Cc3ccccc3Sc3cc(F)c(F)cc32)CC1 | -1% | -66%[inhibitor] | -21% | 0% | -1.0% | -19
5 | CCOC(=O)N/N=C(\c1ccccc1)C(O)c1ccccc1 (stereo unspecified) | 2% | -43% | -9% | 3% | 0.5% | -5
10 | COc1ccc(C(=O)NC(=S)SCC(=O)O)cc1 | -1% | 5% | -3% | 5% | 3.6% | 0

no. | Giardia killer | Chronic BCR inh | Menin-MLL TR inh | TSG101-PTAP inh | Tb PFK inh
9 | -26 | u | x | x | -1%
11 | -16 | 4% | 6% | 1% | -4%
12 | -5 | 3% | -8% | -3% | 0%
7 | 24 | 3% | x | -1% | 30%
2 | -2 | 0% | -14% | -5% | -4%
16 | -3 | -6% | u | -1% | 0%
5 | -3 | 16% | 5% | 1% | 2%
10 | 2 | -11% | x | -5% | -2%

A portion of the library; the hit share may differ from the screen's.
